Assay outcomes as filed in PubChem BioAssay.
TcdB GH inh: blocks C. difficile toxin B glycohydrolase activity | P18177 | TcdB glycohydrolase enzymatic assay, plate reader | inhibition, % at 9.99 µM | 0.24% of 350,000 active; in the data active = inhibition above about 10%
3CLpro inhibitor: SARS-CoV 3CLpro protease inhibition; P0C6X7; recombinant SARS-CoV 3CLpro, quenched FRET peptide cleavage; inhibition, % at 6 µM; 0.14% of 290,000 active; in the data active = inhibition above about 12%
PriA SSB inh: blocks PriA binding to SSB C-terminal tail; AlphaScreen SSBct-PriA binding, biotinylated peptide; inhibition, % at 33 µM; 0.6% of 430,000 active; in the data active = inhibition mostly above about 37%, no sharp cut-off; inactive = mostly below about 20%;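 also: plate controls were negative control peptide for no effect and reference peptide for full effect; strong numbers were not always called active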
PrPC TRFRET: cell surface PrPC inhibition, primary TR-FRET screen; P04156; TR-FRET read-out; inhibition, % at 13.8 µM; 0.43% of 370,000 active; AID 720596; in the data active = inhibition above about 24%; also: 0% = median of the test wells and 100% = reference compound wells
CCHFV vOTU inh: CCHFV vOTU protease inhibition; inhibition, % at 11.5 µM; Pep-AMC fluorescence; 0.55% of 370,000 active; AID 651958; in the data active = inhibition above about 30%; also: 0% = vehicle wells with enzyme and 100% = no enzyme wells
Vc quorum ag: induces V. cholerae light production without autoinducers | V. cholerae BH1578 lux reporter, luminescence, 6 h | activation, % at 18.7 µM | 0.16% of 350,000 active; in the data active = activation mostly above about 9.7%, no sharp cut-off; also: not every result past the cut was called active; inactives centre near 0; reference of the scale not given here
DUSP3 inh: DUSP3 (human) phosphatase inhibition; inhibition, % at 13.3 µM; 0.52% of 290,000 active; recombinant VHR phosphatase, pNPP absorbance; in the data active = inhibition above about 50%; also: some compounds called inactive have numbers as strong as hits
MazEF act: MazEF (E. coli) toxin RNase activation; P0AE70; FAM/BHQ RNA-DNA oligo cleavage fluorescence, 5 h; activation, % at 20 µM; 0.32% of 350,000 active; in the data active = activation above about 50%
Y pestis TopoI: blocks Yersinia pestis topoisomerase I activity. activity, % at 10 µM. 0.064% of 360,000 active. Y. pestis Topo-I cleavage product accumulation, plate reader. AID 504884; in the data active = activity above about 50%, passing the limit was not always enough; also: inactives centre near 2
Rv3671c inh: Rv3671c (M. tuberculosis) protease inhibition. P9WHR9. inhibition, % at 5.96 µM. 0.048% of 320,000 active. AID 2606; in the data active = inhibition above about 38%;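 also: extracellular domain of Rv3671c used as enzyme; 0% = enzyme with DMSO and 100% = no enzyme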
* marks the source's active call; other numbers are inactive results; i = inactive; . = no result given; & = joins results of further samples.

Values in the order – 3CLpro inhibitor, MazEF act, Y pestis TopoI, TcdB GH inh, Rv3671c inh, PriA SSB inh, DUSP3 inh, PrPC TRFRET, CCHFV vOTU inh, Vc quorum ag
1. Cc1ccc(-c2nc3ccccc3nc2Cl)cc1
  5.1, -9.1, 11.0, 0.8, -8.6, 17.0&8.6, 21.7, -3.2, -0.7, 2.8
2. Oc1ccc(-c2cnc3ccccc3n2)cc1
  ., 3.6, -1.4, 1.8, -8.1, -6.9, ., -8.4, -9.8, -0.4
3. COc1cc(NC(=O)Cn2cnc3c(OCc4ccccc4)ncnc32)cc(OC)c1OC
  ., 6.3, 4.6, 0.0, 1.7, 2.2, ., 0.2, 1.2, i
4. O=C(NCc1ccncc1)Nc1ccccc1Cl
  -5.4, 3.8, 7.3, ., 0.8, 10.0, 15.3, 0.7, 5.6, i
5. N/C(=N\N=C\c1ccc2c(c1)OCO2)SC1CC(=O)N(c2ccc(C(=O)O)cc2)C1=O (stereo unspecified)
  3.1, 4.2, -2.3, -7.6, 5.0, ., -8.9, 9.2, 0.0, -0.3
6. Cn1c(=O)c2c(nc(N3CCCCCC3)n2CC(=O)c2ccc(Br)cc2)n(C)c1=O
  0.3, 5.3, -6.0, -0.1, -4.1, -2.9, -5.8, 1.0, 10.3, i
7. O=C(CSc1ccc(-c2ccc3c(c2)OCO3)nn1)Nc1nccs1
  -0.2, -28.4, 4.0, 0.6, 6.6, 3.3, 25.6, -2.8, -0.1, i
8. Cc1ccc[n+](-c2[nH]c(=O)sc2/C=N/N=C(\[O-])CCn2c3ccccc3c3ccccc32)c1
  -0.8, 0.7, 10.1, 2.0, 3.2, ., -4.3, -20.6, -1.2, -0.3
9. CCN(CC)C(=O)COc1ccc(N(C)S(=O)(=O)c2ccc(NC(C)=O)cc2)cc1
  4.3, -5.5, -2.4, 0.9, 0.4, -4.8, 9.3, -3.3, 9.2, -0.5
10. COc1ccccc1OCC(=O)N/N=C1/C=C(C)CC1
  7.6, 0.7, -2.4, 1.8, 4.5, ., -10.8, 4.4, -7.9, -0.4
11. O=C(COc1ccccc1)Nc1c2c(nn1-c1ccc(F)cc1)CS(=O)(=O)C2
  -3.7, 0.5, 5.1, 1.4, -0.6, -12.2, -1.6, -3.6, -6.9, 2.7
12. CCN(c1ccccc1)S(=O)(=O)c1cc(C(=O)Nc2ccccc2Cl)ccc1F
  3.5, -2.3, -9.2, 0.1, -20.9, -21.9, 20.8, -4.5, 2.0, -0.2
13. Cc1cccc2cc3c(NC(=O)C(C)(C)C)nn(CC(C)C)c3nc12
  1.7, 7.6, -6.4, -1.3, -2.1, -21.1, 7.2, 7.3, 6.8, -0.5
14. FC(F)(F)c1ccc2c(c1)ncn2C1CCN(Cc2nnnn2C2CCCCC2)CC1
  -6.3, -5.9, 14.5, ., 4.2, -10.3, -4.4, -7.2, 8.6, -0.5
15. O=C(c1cccs1)n1nc(-c2ccc(Cl)cc2)nc1NCc1ccco1
  -1.0, -3.5, -1.1, ., -1.8, -19.6, 29.7, 1.1, -5.2, -0.7
16. O=C1NCCCC1C(=O)NCCNC(=O)C(F)(F)F (stereo unspecified)
  -1.3, 0.9, 4.0, 1.0, 0.8, -2.5, -7.7, 7.7, -3.0, -10.0
17. O=C(CN1CCCCCC1)Nc1ccccc1
  2.5, 1.7, 2.1, 0.0, -0.7, -0.9, -6.0, -6.4, -11.3, -0.1
18. CC12CCC3c4cc(CN5CCOCC5)c(O)cc4CCC3C1CCC2=O (stereo unspecified)
  ., 4.9, 2.6, 0.4, ., -8.5, ., -6.6, -20.0, i
19. OCCC1CN(C/C=C/c2ccco2)CCN1Cc1ccccc1 (stereo unspecified)
  -5.9, 8.5, 4.0, 0.5, -2.1, 7.4, -17.9, -6.4, -2.6, -0.4
20. O=C1CN(S(=O)(=O)c2cc(C(=O)O)ccc2Cl)c2ccccc2N1
  -2.1, -1.8, -7.7, 1.3, 4.6, -1.8, 27.7, 0.7, -1.5, -0.4
21. CCCOc1ccc(C(=O)NC(=S)Nc2nc3ccccc3s2)cc1
  0.2, 0.4, -0.6, 1.0, 1.1, -5.6, 24.2, 6.4, 12.4, 1.0
22. CCCCc1cc(=O)oc2cc(OCc3nn[nH]n3)ccc12
  0.8, 7.8, -15.0, -3.9, 5.1, 2.8, -14.1, -1.6, 0.6, i
23. COc1ccc(N2C(=O)c3cccc4c(N(C)CCO)ccc(c34)C2=O)cc1
  -2.9, 155.0*, 1.2, 1.0, ., -13.8, 5.2, -34.9, -0.7, -0.3
24. NNC1=N[C@H]2CS(=O)(=O)C[C@H]2S1
  0.8, -13.7, 1.0, -0.4, 1.4, -16.4, 20.8, -11.2, 0.5, -0.2
25. O=C(NCCCn1ccnc1)c1ccccc1Br
  -1.4, -4.8, 8.9, 1.1, -5.3, 7.5, -3.8, 4.0, 10.4, i
26. CCc1cccc(OCCCN2C(=O)NC(C)(C)C2=O)c1
  -1.8, -2.7, -4.1, ., -9.8, -5.5, 32.6, 4.4, 1.5, i
27. CCn1cc(CCC(=O)O)c(C)n1
  3.3, -5.8, 10.5, 0.6, 5.4, -6.2, -2.6, 7.0, 7.3, -1.0
28. Cc1cc(C(=O)N/N=C/C=C/c2ccccc2)c(C)o1
  3.8, 10.1, 3.2, 1.1, 1.0, ., -4.7, 0.1, 11.9, -0.3
29. COc1ccc(-c2cc3ccc(OC(C)C(=O)O)cc3oc2=O)cc1 (stereo unspecified)
  1.2, 3.9, 11.9, 0.6, ., -6.2, 6.5, -28.8, -366.6, 4.7
30. COc1ccc(C(=O)CC(Nc2ccc([N+](=O)[O-])cc2)c2ccc(Cl)cc2)cc1 (stereo unspecified)
  -0.5, 1.0, 6.1, ., -51.0, 3.0, -0.9, 14.8, 13.3, -0.6

Brought forward from above: 4 entries, followed by the next part.
Values in the order – 3CLpro inhibitor, MazEF act, Y pestis TopoI, TcdB GH inh, Rv3671c inh, PriA SSB inh, DUSP3 inh, PrPC TRFRET, CCHFV vOTU inh, Vc quorum ag
27. CCn1cc(CCC(=O)O)c(C)n1
  3.3, -5.8, 10.5, 0.6, 5.4, -6.2, -2.6, 7.0, 7.3, -1.0
28. Cc1cc(C(=O)N/N=C/C=C/c2ccccc2)c(C)o1
  3.8, 10.1, 3.2, 1.1, 1.0, ., -4.7, 0.1, 11.9, -0.3
29. COc1ccc(-c2cc3ccc(OC(C)C(=O)O)cc3oc2=O)cc1 (stereo unspecified)
  1.2, 3.9, 11.9, 0.6, ., -6.2, 6.5, -28.8, -366.6, 4.7
30. COc1ccc(C(=O)CC(Nc2ccc([N+](=O)[O-])cc2)c2ccc(Cl)cc2)cc1 (stereo unspecified)
  -0.5, 1.0, 6.1, ., -51.0, 3.0, -0.9, 14.8, 13.3, -0.6
31. Cc1cc(N2CCN(C)CC2)nc2ccc(NC(=S)N3CCCCC3)cc12
  1.1, -9.6, 5.5, -0.1, ., 6.0, 13.0, -2.9, -1.9, i
32. CCc1nnc(NC(=O)Cc2ccc(S(=O)(=O)N3CCCCC3)cc2)s1
  ., -3.0, 8.6, 0.9, 0.3, 5.8, ., 9.3, 1.2, -2.7
33. CCCC(=O)Nc1sc(-c2ccccc2)c(-c2ccccc2)c1C(=O)O
  ., -1.5, -3.6, -0.3, 3.5, 2.1, ., -8.1, 3.4, -1.2
34. O=C(Nc1nccs1)c1ccc(F)c(S(=O)(=O)N2CCOCC2)c1
  -4.3, 4.4, 6.6, -1.7, 2.3, -9.8, 6.2, -4.8, -8.6, i
35. O=C(NC1=NCCS1)c1ccncc1
  -0.9, 4.4, -3.2, ., 5.2, 1.9, 27.4, -2.5, -1.1, -0.3
36. CC(C)(C)NC(=O)COC(=O)CNC(=O)c1cc(Cl)cc([N+](=O)[O-])c1
  -3.2, 2.9, -4.0, 1.2, 10.4, -8.4, 32.8, -25.5, -3.0, i
37. CCc1ccc(NC(=O)C(=O)N/N=C(\C)CC(=O)NCc2ccc(Cl)cc2)cc1
  1.5, -0.7, -12.7, -0.2, -5.7, ., 12.3, -4.4, -5.9, -0.4
38. O=C(NC(=S)N1CCN(c2ccc([N+](=O)[O-])cc2)CC1)c1ccccc1
  -1.7, 5.4, -0.9, 0.4, -3.1, 2.8, 12.9, -3.9, -2.7, -0.3
39. Cn1cnc(S(=O)(=O)N2CCCC(c3cc(C(=O)Nc4ccc(F)c(Cl)c4)no3)C2)c1 (stereo unspecified)
  ., ., 13.9, 0.6, ., ., ., 9.3, 0.4, -0.7
40. COc1cccc(N2CCN(c3nc(C)cc(C)c3C#N)CC2)c1
  -1.1, -0.6, 6.8, -2.8, 0.6, 2.5, 20.0, -2.9, 9.0, i
41. Cc1nn(CC(=O)NCc2cccc3ccccc23)c(=O)c2ccccc12
  3.4, -16.1, 1.6, ., -4.5, -7.2, 7.7, 1.0, 8.2, -2.9
42. COc1cc(NC(=O)CN2C(=O)c3ccccc3C2=O)c(C(=O)O)cc1OC
  5.2, 9.7, -1.3, ., -1.4, -0.5, 16.1, -3.0, 6.7, i
43. CC1CCN(S(=O)(=O)c2ccc(C(=O)N3CCN(c4ccccc4F)CC3)cc2)CC1
  -1.6, -5.1, 9.4, 0.1, 10.3, 0.8, 34.0, 1.9, 5.0, -4.2
44. Nc1cc2c(cc1[N+](=O)[O-])-c1ccccc1C2=NO
  ., 24.0, -49.7, 1.7, ., 2.8, ., -39.2, 16.8, i
45. CCN(CC)S(=O)(=O)c1ccc(C)c(NC(=O)c2cc(C)oc2C)c1
  6.4, -5.4, 10.9, 0.3, 4.6, 7.9, -2.7, 3.6, -3.4, -1.6
46. CCOC(=O)c1c(C)[nH]c(C)c1C(=O)COC(=O)c1c(OC)cccc1OC
  2.2, 14.1, -9.2, 0.3, 7.2, 9.8, 1.3, 0.9, 7.7, i
47. O=C(c1ccccc1F)N1CCN(Cc2nc3sc4c(c3c(=O)[nH]2)CCCC4)CC1
  -2.4, 3.5, 16.9, -1.0, -0.6, -1.2, 23.1, 3.8, 9.8, -9.4
48. Cc1ccc(C)c(OCc2nnc(SCC(=O)NC(=O)NCc3ccco3)o2)c1
  -1.3, 2.4, 0.6, 0.8, 3.3, 6.5, 34.0, 1.9, -0.7, -0.3
49. Cc1c(NC(=O)c2cc(CC(C)C)on2)c(=O)n(-c2ccccc2)n1C
  0.6, -6.0, 2.7, 1.3, 8.2, -11.6, -12.8, -3.5, 5.3, -0.1
50. Cc1ccc(CN(Cc2ccccn2)C(=O)Nc2c(F)cccc2F)cc1
  4.4, 5.7, 5.0, 0.4, 1.0, 2.4, -7.6, 2.2, -7.9, -7.7
51. Cc1cc(Cl)ccc1OCCCC(=O)NCCCn1ccnc1
  6.3, -0.6, 3.3, 0.8, -1.8, -0.5, 17.4, -4.1, -3.6, i
52. O=C(CSc1nc2scc(-c3ccccc3)c2c(=O)[nH]1)NCCc1ccccc1
  -1.5, -3.9, 22.3, 0.0, -0.6, 1.6, -4.4, 2.5, -7.9, -5.0
53. N#Cc1ccccc1CSc1nc2ccsc2c(=O)n1Cc1ccccn1
  0.1, -12.2, 19.7, ., -7.8, -12.4, -1.6, 2.9, -2.0, i
54. COc1ccc(OCCCC(=O)OC(C)C(=O)Nc2ccc(C)cc2)cc1 (stereo unspecified)
  ., -2.3, 8.3, 1.3, 2.1, -10.7, ., 10.6, 5.3, -0.9

The list is partial (hit frequency here may not be typical).
